WT yeast gro inh: growth inhibition of WT yeast, mitochondrial fusion screen. inhibition, % at 10 µM. mitochondrial fusion phenotypic screen, WT strain. actives 2.1% (n = 190,000); in the data active = inhibition above about 58%; tested in S. cerevisiae
AID2073: disruptors of CaV2.2 binding to Mint1 – biochemical, HTRF (AID 2073); actives 0.19% (n = 290,000); HTRF protein-protein interaction, Mint1-CaV2.2; higher % means a stronger effect; inhibition, % at 20 µM, or IC50 in µM where a hit was titrated; in the data active = inhibition mostly above about 51%, no sharp cut-off; inconclusive = no clear call, values can overlap the other calls; inactive = mostly below about 53%; also: some results filed as inactive read as strong as hits
Insulin prom up: MIN6 insulin promoter up-regulation | actives 0.3% (n = 190,000) | z-score at 5 µM | MIN6 insulin promoter-GFP reporter, high-content imaging; hits give high values | AID 1625;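 active = z-score above 3 at 5 µM with at least 500 cells counted in the well; inconclusive = wells under 500 cells, flagged as cytotoxic or low count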
b-catenin transl: beta-catenin nuclear translocation modulation; HeLa beta-catenin nuclear translocation, immunofluorescence imaging; nuclear translocation activity, % at 5 µM; actives 0.3% (n = 190,000);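 active = nuclear translocation activity above 50% at 5 µM, with a well cell count of 50 or more; inconclusive = wells under 50 cells across six images, flagged as toxic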;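 also: per-cell ratio of nuclear to cytoplasmic median beta-catenin stain intensity; plate controls were DMSO negative control for no effect and GSK-3 inhibitor IX positive control for full effect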
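test system = HeLa cells, endogenous beta-catenin | dosing = single 5 µM dose plus 0.02–20 µM confirmation series | times = compound treatment 24 h, 37°C, 5% CO2 | technique = beta-catenin immunofluorescence imaging with DAPI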
HIV peptide binding: cell-free HIV fusion peptide-binding blockers – biochemical, uHTS, fluorescence dequenching, primary screen (AID 1986). actives 0.3% (n = 290,000). cell-free peptide binding, fluorescence dequenching, 30 min; higher % means a stronger effect. inhibition, % at 20 µM; hits with a dose series show IC50 in µM; in the data active = inhibition mostly above about 52%, no sharp cut-off; inactive = mostly below about 76%; also: some results filed as inactive read as strong as hits
Yfh1-off respiration: mitochondrial function rescue without frataxin homolog – Friedreich's ataxia, plus single-dose screen, dose response (AID 1465); S. cerevisiae Yfh1-off respiration, WST-1 reduction, 72 h; higher fold induction means a stronger effect; fold induction at 50 µM, or EC50 in µM where a hit was titrated; actives 0.074% (n = 220,000);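 active = fold induction of absorbance versus untreated yeast above a set limit, then at least 30% activation at any dose in follow-up; inconclusive = repeats straddling the limit, or above it without dose testing; inactive = fold induction below the set limit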;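 also: activators that raise dye reduction in frataxin-depleted yeast; strong numbers were not always called active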
Autophagy HCS: modulators of autophagy; AID 463193; actives 0.98% (n = 190,000); MEF GFP-LC3 puncta imaging; test concentration mostly 10 µM; calls only at 10 µM (by protocol);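 active = percentage of spot-positive cells more than 3 SD above its plate mean, without a fluorescence outlier flag or 80% toxicity; inconclusive = no clear call, values can overlap the other calls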;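 also: spot-positive cell cutoff set from DMSO-treated cells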
MT stabilizer: stabilizes microtubules in HeLa cells | HeLa tubulin immunostaining HCS, 24 h; share of cells brighter than vehicle mean+2SD | % tubulin-high responders, % at 10 µM | actives 0.83% (n = 200,000) | AID 2205;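 active = plate Z-score above 3 for both tubulin-high and condensed-nucleus cell shares, with cell loss under 80%, at 10 µM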;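 also: anti alpha tubulin signal scored within the nucleus-defined area of each cell; some results filed as inactive read as strong as hits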
Dynein cargo inh: dynein cargo transport inhibition; AID 1381; 3617.4 mouse cells, GR-EGFP nuclear translocation imaging; test concentration mostly 20 µM; stimulated with dexamethasone, 1 µM; hits give low values; actives 0.47% (n = 220,000); z-score, hits read low;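 active = plate z-score of nuclear minus cytoplasmic receptor signal below a set negative limit, without overly bright fluorescence or cell loss, cut at about -3.5 in these data, passing the limit was not always enough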;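 also: z-score of nuclear minus cytoplasmic ring GR-EGFP intensity difference per well; some compounds called inactive have numbers as strong as hits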
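Buffer or medium: tet-free, stripped-serum medium; reagent: dexamethasone at 1.0 µM final, 30 min; incubation: 48 h induction, 1 h compound, 30 min dex at 37 °C; measured by: formaldehyde fixation, Hoechst nuclear stain, 10x automated fluorescence imaging; read-out: nuclear-to-cytoplasmic GR-EGFP distribution per well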
WT yeast gro inh mutant strain: second read-out of WT yeast gro inh, no call of its own (marks repeat the call); inhibition, %; mitochondrial fusion phenotypic screen, mutant strain inhibition
Dynein cargo inh cytoplasmic EGFP: also measured in Dynein cargo inh; calls as there; z-score; measured here: cytoplasmic GR-EGFP intensity; hits give high values
Dynein cargo inh nuclear GR-EGFP: also measured in Dynein cargo inh; calls as there; z-score; measured here: nuclear GR-EGFP intensity;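 lower value marks the stronger effect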
Dynein cargo inh cell count: second read-out of Dynein cargo inh, no call of its own (marks repeat the call); z-score; measured here: cell count per field
Insulin prom up cell count: recorded beside Insulin prom up, whose call it bears; cell count; measured here: cytotoxicity, nuclei count;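 total cells summed across four imaged fields per well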
b-catenin transl cell count 5 µM: second read-out of b-catenin transl, no call of its own (marks repeat the call); cell count; measured here: cell count, cytotoxicity flag
MT stabilizer Hoechst-high %: further read-out of MT stabilizer, marked with its call; % Hoechst-high responders; measured here: nuclear condensation Hoechst responders;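 share of cells brighter than vehicle mean plus two SD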
MT stabilizer cytotoxicity %: second read-out of MT stabilizer, no call of its own (marks repeat the call); toxicity, %; measured here: cytotoxicity by cell density;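 0% = mean cell density of plate MIN control wells and 100% = no cells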
Autophagy HCS cell loss 18 h: second read-out of Autophagy HCS, no call of its own (marks repeat the call); toxicity, %; measured here: cell loss, nuclei count;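 cell loss after 18 h compound exposure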
* = called active by the depositor; i = inactive; ? = inconclusive; · = no result given.

Second line of a record – WT yeast gro inh	WT yeast gro inh mutant strain	AID2073	Insulin prom up	Insulin prom up cell count	b-catenin transl	b-catenin transl cell count 5 µM	HIV peptide binding	Yfh1-off respiration	Autophagy HCS	Autophagy HCS cell loss 18 h	MT stabilizer	MT stabilizer Hoechst-high %	MT stabilizer cytotoxicity %	Dynein cargo inh	Dynein cargo inh cytoplasmic EGFP	Dynein cargo inh nuclear GR-EGFP	Dynein cargo inh cell count
> O=C(NC1(C(F)(F)F)N=C(c2ccccc2)NC1=O)c1ccccc1F (stereo not drawn)
→ -13	-5	-3%	0.49	1387	-4.3	551	1.0%	i	i	-7	3.1	2.1	6.3	0.056	-0.25	0.067	0.47
> COc1cccc(-c2noc(C3CCCN(S(=O)(=O)c4cccc(Cl)c4C)C3)n2)c1 (stereo not drawn)
→ 27	2	22%	-0.05	1266	0.2	1199	3.1%	i	i	8	3.9	5.0	7.0	1	-0.082	0.95	-0.2
> CC(C)CNC(=O)COC(=O)c1ccc(F)cc1Cl
→ -9	8	2%	-0.57	1192	-2.7	1084	1.7%	i	i	-5	3.5	2.7	5.8	0.41	-0.27	-0.15	1.2
> CCOC(=O)c1c(NC(=O)CNCCO)sc(C)c1C
→ 12	-4	2%	-0.27	1139	-0.6	1044	-0.1%	i	i	1	6.4	4.5	6.5	0.37	-0.27	0.23	-0.065
> CCCC(=O)Nc1ccc(S(=O)(=O)N2CCOCC2)cc1
→ -15	-4	20%	·	·	0.7	598	-1.4%	i	i	-11	4.7	1.8	5.3	-1.4	-0.18	-0.45	-0.65
> Cc1cc(C)c(NC2=NCC(=O)N2C2CCCCC2)c(C)c1
→ 68*	58*	-1%	-0.41	1274	-1.0	1016	-2.3%	i	i	-2	1.1	2.0	8.3	-0.055	-0.24	0.29	-0.68
> CC(=O)Oc1ccc2ccccc2c1C(NC(=O)C(C)C)c1cccc([N+](=O)[O-])c1 (stereo not drawn)
→ 23	13	4%	0.31	714	0.2	1156	0.1%	i	i	-6	2.2	1.8	8.5	-0.0062	-0.18	0.17	0.009
> C=CCn1c(C)cc(C2=NNC(=NC(C)(C)C)SC2)c1C
→ 18	-8	5%	0.09	2120	0.1	1195	8.2%	i	i	15	1.8	2.5	6.7	0.17	-0.19	1.3	-0.9
> COc1cc(NC(=O)C(C)Oc2ccccc2)cc(OC)c1 (stereo not drawn)
→ -37	-3	0%	0.57	1264	0.3	1159	-1.8%	i	i	10	3.2	1.9	5.0	1.9	-0.22	1.4	-0.35
> COc1ccc(-c2cn3cc(C(F)(F)F)cc(Cl)c3n2)cc1
→ 30	34	-4%	-0.38	1469	5.9	814	0.1%	i	i	16	16*	11*	28*	-0.67	-0.19	0.21	-0.28
> Cc1ccc(OCc2nnc(SCc3ccc(C#N)cc3)n2-c2ccc(C)cc2)cc1
→ 46	13	-10%	-0.66	923	0.9	1060	-2.7%	i	i	23	2.1	2.2	6.8	-0.55	0.022	-0.0061	0.83
> O=C(C1CCN(S(=O)(=O)N2CCCC2)CC1)N1CCCCC1
→ 10	-3	0%	-0.04	939	1.6	1207	-1.3%	i	i	-3	0.7	1.6	15	-1	-0.16	-0.7	1.1
> CCN(CCCNC(=O)c1ccc(N2CCCC2=O)cc1)c1cccc(C)c1
→ 3	-38	-3%	-0.15	958	0.0	864	-0.2%	i	i	13	2.4	1.9	5.8	1.1	-0.29	0.37	-0.16
> COc1ccc(N2C(=O)CC(c3ccccc3)C2=O)cc1 (stereo not drawn)
→ ·	·	-2%	-0.41	1102	0.2	1307	1.6%	i	·	·	·	·	·	0.24	-0.24	0.6	-0.34
> COc1c(S(=O)(=O)NCCN2CCOCC2)ccc(Cl)c1Cl
→ 4	10	6%	0.26	953	0.7	1005	-0.5%	i	i	6	1.8	2.0	6.1	-1	-0.35	-0.42	0.28
> C/C=C/C(=O)OCC(=O)NC(=O)NC(C)C
→ 3	12	-6%	-1.1	895	-4.0	1259	1.3%	i	i	-13	1.3	1.0	5.6	0.79	-0.24	0.68	0.91
> N#CCCSc1ccccc1NC(=O)c1ccc(S(=O)(=O)N2CCCC2)cc1
→ -12	2	-14%	0.27	1092	2.4	1424	-3.2%	i	i	-11	5.5	3.1	3.0	0.37	-0.15	0.72	-1.1
> Nc1nonc1C(=O)N/N=C/c1cccc([N+](=O)[O-])c1
→ -9	-5	-7%	0.16	1322	0.6	997	1.5%	i	i	-5	1.7	1.8	5.8	0.25	-0.16	0.65	-1.5
> COC(=O)C1=C(C)OC(N)=C(C#N)C1c1cc(OC)c(OCC(N)=O)cc1Cl (stereo not drawn)
→ 7	14	-16%	0.09	1130	-0.6	1362	0.1%	i	i	21	5.3	4.7	4.9	-0.65	-0.29	-0.32	0.55
> O=C(c1cccc(C(F)(F)F)c1)N1CCC(O)(CS(=O)(=O)Cc2ccccc2)CC1
→ -5	-12	-10%	-0.1	1623	-0.6	1327	-2.9%	i	i	-3	1.1	1.7	6.4	-0.17	-0.5	0.088	0.33
> CCOc1ccc(S(=O)(=O)N2Cc3ccccc3CC2C(=O)O)cc1 (stereo not drawn)
→ ·	·	0%	-0.31	1057	-1.3	1217	1.0%	i	·	·	·	·	·	0.21	-0.79	0.31	-0.21
> Nn1c(=O)[nH]c2c([nH]c3ccccc32)c1=O
→ 6	-9	2%	-0.09	1244	-0.5	1017	-0.1%	i	i	0	7.5	2.0	7.4	0.24	-0.21	0.2	0.93
> COc1ccc(S(=O)(=O)N2Cc3ccccc3CC2C(=O)O)cc1 (stereo not drawn)
→ 13	10	6%	·	·	4.3	1008	14%	i	i	42	1.6	1.3	3.8	-1.2	-0.047	0.092	1
> Cc1cc(NC(=O)c2cc3nc(C4CC4)cc(C(F)(F)F)n3n2)no1
→ 16	14	10%	-0.45	1321	-3.2	1206	1.9%	i	i	-1	4.3	1.3	33	0.26	1.1	0.61	-1.7
> O=C(NCCc1ccccn1)c1cc(-c2ccc(Cl)cc2)nc2ccccc12
→ -5	3	9%	-0.64	1457	-2.4	1154	2.3%	·	i	4	3.9	2.3	4.1	-0.028	-0.24	-0.22	0.6
> CN(C)c1cc(NC(=O)CNC(C)(C)CC(C)(C)C)c2ccccc2n1
→ -9	6	13%	-0.42	1158	-1.3	1042	-1.6%	i	i	-7	1.9	3.2	4.4	0.25	-0.3	0.6	-1
> COc1ccc(Nc2oc(COc3ccccc3F)nc2C#N)cc1
→ 0	0	32%	-0.87	1000	0.5	1146	1.9%	i	i	-11	2.4	2.9	8.7	2.3	-0.0056	1.6	-1.3
> Cc1ccccc1-n1nc2c(c1NC(=O)/C=C\c1ccc3c(c1)OCO3)CSC2
→ 32	-5	25%	0.73	1275	2.4	536	4.2%	·	i	9	3.0	2.8	9.3	-0.88	-0.28	0.21	0.77
> Cc1ccc(SCCCn2cnc3ccccc3c2=O)cc1
→ 1	-3	7%	·	·	·	·	-0.3%	i	i	22	1.9	1.7	10	-0.17	-0.13	0.42	1
> O=C1C2C3C=CC(C3)C2C(=O)N1c1ccc(S(=O)(=O)Nc2nccs2)cc1 (stereo not drawn)
→ ·	·	-3%	-0.1	1069	0.1	1379	0.1%	i	·	·	·	·	·	-1	-0.068	-0.51	0.85

Reprinted from the part before: three entries; new compounds follow.
Second line of a record – WT yeast gro inh	WT yeast gro inh mutant strain	AID2073	Insulin prom up	Insulin prom up cell count	b-catenin transl	b-catenin transl cell count 5 µM	HIV peptide binding	Yfh1-off respiration	Autophagy HCS	Autophagy HCS cell loss 18 h	MT stabilizer	MT stabilizer Hoechst-high %	MT stabilizer cytotoxicity %	Dynein cargo inh	Dynein cargo inh cytoplasmic EGFP	Dynein cargo inh nuclear GR-EGFP	Dynein cargo inh cell count
> Cc1ccccc1-n1nc2c(c1NC(=O)/C=C\c1ccc3c(c1)OCO3)CSC2
→ 32	-5	25%	0.73	1275	2.4	536	4.2%	·	i	9	3.0	2.8	9.3	-0.88	-0.28	0.21	0.77
> Cc1ccc(SCCCn2cnc3ccccc3c2=O)cc1
→ 1	-3	7%	·	·	·	·	-0.3%	i	i	22	1.9	1.7	10	-0.17	-0.13	0.42	1
> O=C1C2C3C=CC(C3)C2C(=O)N1c1ccc(S(=O)(=O)Nc2nccs2)cc1 (stereo not drawn)
→ ·	·	-3%	-0.1	1069	0.1	1379	0.1%	i	·	·	·	·	·	-1	-0.068	-0.51	0.85
> COC(=O)COc1ccc(S(=O)(=O)Nc2cc(OC)ccc2OC)cc1
→ 12	4	-2%	-0.38	1052	-8.6	1236	-1.0%	i	i	-1	3.3	2.6	20	-0.74	-0.24	-0.14	0.47
> CCOc1ncccc1C(=O)OCC(=O)c1ccc(C)c(C)c1
→ 7	8	5%	·	·	·	·	0.0%	i	i	1	6.6	1.8	11	1.2	-0.34	0.33	-0.49
> CCCCCCCC(=O)OC(CN1CCCCC1)CN1CCCC1=O (stereo not drawn)
→ -7	-12	0%	·	·	-0.5	1041	-2.7%	i	i	3	2.7	1.6	10	-0.29	-0.21	0.18	-0.57
> Cc1cccc(-n2c(N)c(C(=O)NCCN3CCOCC3)c3nc4ccccc4nc32)c1
→ 13	5	30%	-1.2	967	1.0	1146	1.6%	i	i	-3	3.1	2.2	10	-0.84	-0.088	-0.057	0.15
> CCCCCCc1c(C)nc(-n2[nH]c(C)c(CCO)c2=O)[nH]c1=O
→ -1	-6	?	-0.24	1553	0.1	987	-1.8%	i	i	16	3.5	1.0	0.9	1.3	-0.15	0.89	-1.3
> O=C(Nc1ccccc1)Nc1cccc(Cl)c1Cl
→ 14	-30	-8%	0.18	1069	-3.9	554	3.3%	i	i	6	3.3	3.4	9.4	3.4	-0.044	1.5	-1.9
